# Screening results deposited in PubChem BioAssay by The Scripps Research Institute Molecular Screening Center.
# DDE Tn6 FP inh = inhibitors of Tn6 peptide binding to human fibrin DD(E). P02675. Fibrin DD(E) TRITC-Tn6 fluorescence polarization displacement. inhibition, % at 8.3 µM. hit rate 0.21% among 370,000. AID 720509;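 active means inhibition above a per-campaign cutoff: mean of compounds within control limits plus 3 SD, cut at about 15% in these data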;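 further: 0% = median of all compound wells on the plate and 100% = blocking peptide control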
# TDP2 absorb = blocks human TDP2 phosphodiesterase activity | O95551 | recombinant TDP2, T5PNP hydrolysis, p-nitrophenol absorbance 415 nm | inhibition, % at 12.8 µM | hit rate 0.34% among 370,000 | AID 720702;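 active means inhibition above the mean of all tested compounds plus 3 SD, set per campaign, cut at about 25% in these data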;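 further: 0% = DMSO with enzyme and 100% = buffer with substrate but no TDP2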
# Target sequence (O95551 whole entry, looked up): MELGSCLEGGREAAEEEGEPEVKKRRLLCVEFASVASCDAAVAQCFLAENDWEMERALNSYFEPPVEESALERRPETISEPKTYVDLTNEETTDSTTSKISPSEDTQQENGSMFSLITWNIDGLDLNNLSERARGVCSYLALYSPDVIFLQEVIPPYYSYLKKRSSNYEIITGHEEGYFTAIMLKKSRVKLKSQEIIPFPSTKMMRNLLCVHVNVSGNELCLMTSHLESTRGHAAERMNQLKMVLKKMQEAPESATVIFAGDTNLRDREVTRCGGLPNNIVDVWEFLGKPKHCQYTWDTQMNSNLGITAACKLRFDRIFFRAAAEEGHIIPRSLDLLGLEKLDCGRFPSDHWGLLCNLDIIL
#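 System – recombinant human TDP2 · Amount – 120 nM TDP2 per well · Buffer or medium – Mg2+-containing Tris-HCl buffer, pH 7.5 · Reagent – T5PNP substrate, 5 mM · Dosing – 12.8 µM single point, 1% DMSO · Incubation – 2 h at 37 °C · Measured by – epi absorbance · Read-out basis – percent inhibition · Benchmarks – high control without enzyme, low control DMSO plus TDP2 · Repeats – singlicate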
# PLCg1 inh = inhibitors of human phospholipase C gamma1; inhibition, % at 12.2 µM; hit rate 0.84% among 370,000; P19174; purified PLC-gamma1, fluorogenic substrate, fluorescence; in the data active means inhibition above about 9.5%
# ADAM17 inh = inhibits human ADAM17. recombinant ADAM17, EDANS/DABCYL FRET peptide cleavage. AID 720648. inhibition, % at 6.95 µM. hit rate 0.83% among 370,000. P78536;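 active means inhibition above the mean of compounds lying between control limits plus 3 SD, set per campaign, cut at about 8.5% in these data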;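 further: 0% = DMSO-only wells as the low control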
# ARFGAP1 inh = rat ARFGAP1 inhibition | Q62848 | inhibition, % at 16.5 µM | hit rate 0.26% among 360,000 | AID 651572 | Arfgap1-stimulated ARF1 GTP hydrolysis, GDP FP detection;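 active means inhibition above a per-plate limit, mean inhibition of low control wells plus 3 SD, cut at about 25% in these data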;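 further: 0% = DMSO wells with enzyme and 100% = wells lacking Arfgap1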
# Target sequence (Q62848 1-136 limits assumed): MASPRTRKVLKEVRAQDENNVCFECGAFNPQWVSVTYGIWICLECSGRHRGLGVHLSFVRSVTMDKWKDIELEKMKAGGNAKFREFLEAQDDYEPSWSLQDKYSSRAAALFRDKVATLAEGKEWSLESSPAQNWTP
#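 Assay system: purified rat His6-Arfgap1 residues 1-136 (GAP domain); Reagent: human Δ17 ARF1 bound to GTP; Dosing: 16.5 µM single point, 1.26% DMSO; Times: GTP hydrolysis reaction 2 h at 25 °C; Signal: FP, GDP Alexa 633 tracer displaced from anti-GDP antibody, 620/688 nm; Measure: % inhibition from polarization.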
# PLC-beta3 inh = inhibitors of human phospholipase C beta3 | Purified PLC-beta3, fluorogenic substrate, fluorescence | Q01970 | inhibition, % at 12.2 µM | hit rate 0.18% among 370,000; in the data active means inhibition above about 11%;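 further: 0% = median of compound wells on plate and 100% = full blocker control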
# ADAM10 inh = ADAM10 inhibition, QFRET primary screen. O14672. recombinant ADAM10, EDANS/DABCYL FRET peptide cleavage, 3 h. inhibition, % at 7 µM. hit rate 0.62% among 370,000. AID 720582;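 active means inhibition above a per-campaign cutoff equal to the mean of compounds falling between control-based bounds plus 3 SD, cut at about 20% in these data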;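 further: 0% = DMSO wells while the 100% control is not disclosed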
# SIAE primary = human SIAE inhibition, primary screen; SIAE FP-Rh probe binding, fluorescence polarization; inhibition, % at 9.66 µM; Q9HAT2; hit rate 0.69% among 370,000;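 active means inhibition above a cutoff: mean of compounds within the control limits plus 3 SD of those, cut at about 17% in these data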;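 further: 0% = plate median of compound wells and 100% = probe without SIAE protein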
# Target sequence (Q9HAT2 whole entry, looked up): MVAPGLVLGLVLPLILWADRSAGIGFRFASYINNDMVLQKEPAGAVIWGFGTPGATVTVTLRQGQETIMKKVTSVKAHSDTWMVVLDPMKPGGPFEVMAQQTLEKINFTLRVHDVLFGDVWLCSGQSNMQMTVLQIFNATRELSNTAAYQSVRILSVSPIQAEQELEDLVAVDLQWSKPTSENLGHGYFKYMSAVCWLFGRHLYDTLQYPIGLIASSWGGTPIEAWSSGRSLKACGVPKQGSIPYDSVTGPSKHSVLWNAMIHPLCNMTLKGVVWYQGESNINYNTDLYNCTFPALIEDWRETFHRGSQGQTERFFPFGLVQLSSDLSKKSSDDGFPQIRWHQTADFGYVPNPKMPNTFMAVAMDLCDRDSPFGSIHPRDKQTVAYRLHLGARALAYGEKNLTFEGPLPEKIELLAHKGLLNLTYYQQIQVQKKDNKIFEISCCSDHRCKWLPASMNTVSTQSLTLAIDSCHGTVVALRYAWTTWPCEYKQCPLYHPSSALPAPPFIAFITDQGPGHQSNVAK
# Tn7 DDE FP = DD(E)-Tn7 binding inhibition, primary FP screen; inhibition, % at 8.3 µM; hit rate 0.13% among 370,000; P02675; FP displacement of FITC-Tn7 peptide from fibrin DD(E); 0% = median of compound wells per plate;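 active means inhibition above the mean of compounds falling within the control limits plus 3 SD of them, cut at about 14% in these data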;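 further: 0% = plate median of compound wells and 100% = 10 µM Aha-Tn7 peptide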
#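 Assay system: Fibrin-DD(E) protein isolated from polymerized human fibrin clots; read-out basis: percent inhibition; medium: Tris/NaCl/CaCl2 buffer, pH 7.8; signal: FP measurement; incubation: 10 min plus 3 h, room temperature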
# ASAP1 inh = blocks human ASAP1-stimulated Arf1 GTP hydrolysis | Q9ULH1 | GDP FP detection | inhibition, % at 16.5 µM | hit rate 0.19% among 360,000 | AID 624377; in the data active means inhibition above about 25%;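 further: 0% = vehicle with enzyme and substrate and 100% = no enzyme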
# The depositor's hits bear a star; i = inactive; x = no result given.
SMILES,DDE Tn6 FP inh,TDP2 absorb,PLCg1 inh,ADAM17 inh,ARFGAP1 inh,PLC-beta3 inh,ADAM10 inh,SIAE primary,Tn7 DDE FP,ASAP1 inh
O=C(c1ccccn1)N1CC=C(c2ccccc2)CC1,-2,-2,-2,-3,-11,-3,-11,13,-1,-2
CCOc1ccc(Br)cc1/C=N/NC(=O)c1ccncc1,-1,4,-9,-3,10,-8,5,-4,8,2
Cc1ccc(-n2c(Cc3cccs3)nnc2SCc2ccc([N+](=O)[O-])cc2)cc1,1,-4,3,4,x,-6,9,0,-5,x
COc1cc(/C=C2/C(=N)N3N=C(C)SC3=NC2=O)ccc1OS(=O)(=O)c1ccc(C)cc1,3,7,-12,-28,-12,-26,-69,-4,4,3
O=C(OCCN1CCCC1=O)c1cncc(Br)c1,-1,2,4,-1,0,3,-3,-3,6,-17
Cc1cc(C)n(CC(=O)N/N=C/c2ccco2)n1,-2,-4,1,-1,4,0,6,-3,3,3
COC(=O)[C@@]1(Cc2ccc(F)cc2)[C@H]2c3cc(C(=O)N4CCCC4)n(Cc4ccc(OC(F)(F)F)cc4)c3C[C@H]2CN1C(=O)c1ccccc1,3,3,-8,-6,-1,-14,-12,-4,0,14
Cc1nnc(SCc2ccc(C(=O)O)cc2)s1,-7,11,-1,-9,0,-1,1,0,2,10
CCN(CC(=O)Nc1ccccc1C(F)(F)F)CC(=O)c1[nH]c(C)c(C(C)=O)c1C,-7,-2,1,1,-8,0,6,5,-1,7
Cc1ccccc1CN(C)C(C)C(=O)Nc1ccccc1F (stereo not given),-9,6,-4,-4,8,-1,-6,-8,1,-12
CCOC(=O)Nc1ccc2c(COC(=O)CN(C)S(=O)(=O)c3ccc(C)cc3)cc(=O)oc2c1,-4,4,-96,-168,8,-139,i,-24,1,0
CN(CCc1cn[nH]c1)C(=O)CC1C(=O)NCCN1Cc1ccccc1C(F)(F)F (stereo not given),-2,-2,-16,-12,-1,-16,-21,-5,-1,-3
COc1ccccc1Nc1nnc(Cc2ccccc2)c(=O)[nH]1,-2,-5,3,-3,12,-3,-6,-3,-6,-17
CCOC(=O)C1(C(=O)OCC)C(c2ccccc2)CC(O)N1C(C)=O (stereo not given),3,2,-1,-3,4,1,-8,2,0,-2
COc1ccc(CC(=O)NNC(=S)NCC2CC2)cc1OC,7,-7,1,-1,2,-5,2,10,0,-17
CC(=O)c1ccc(N2CCN(C(=O)C3CCCN3S(=O)(=O)c3cccc4nsnc34)CC2)cc1 (stereo not given),3,-6,3,-2,0,-8,-2,0,4,1
O=C(Nc1ccc(S(=O)(=O)Nc2ncccn2)cc1)c1ccc(F)c(S(=O)(=O)N2CCOCC2)c1,-2,7,0,-1,1,-7,2,0,0,-5
COc1ccc(CNC(=O)[C@@H](NC(=O)C2CCN(C(=O)[C@@H](N)CC(C)C)CC2)C(C)C)cc1,1,1,1,-1,14,1,-9,-7,-6,-2
Cc1ccc(S(=O)(=O)Nc2ccc3ncccc3c2[N+](=O)[O-])cc1,-7,11,4,-7,3,-2,-1,-4,-3,-26
O=C(c1cnn(-c2ccccc2)c1)c1cc(Br)ccc1O,-2,-3,2,2,0,1,-5,-4,1,-13
CN(C)/C=N/c1c(C#N)cnn1-c1ncnc2sc(-c3ccccc3)cc12,3,5,-170,-18,7,-200,-35,-9,5,9
CC(C)(C)c1ccc(C(O)c2ncc(-c3ccccc3F)[nH]2)cc1 (stereo not given),1,4,2,4,18,-3,10,-4,-1,-4
CC(C)Sc1nc2c([nH]1)c(=N)ncn2Cc1ccccc1,-2,0,1,-3,1,1,-7,10,0,15
COc1ccccc1-n1c(=O)c(C#N)c(-c2ccc([N+](=O)[O-])cc2)c2cc(C(=O)c3cc(F)ccc3O)cnc21,0,-3,2,0,8,6,4,-7,0,2
CCCOC(=O)CSC1=C(C#N)C(c2ccccc2OC)C(C#N)C(=O)N1 (stereo not given),8,-9,-39,-3,-7,-25,-18,6,-1,-8
O=C(NC(=S)Nc1ccc(Br)cc1F)C1CCCCC1,3,-5,-1,-5,-3,-7,-9,-6,1,0
Cc1noc(C)c1-c1nc(CS(=O)(=O)c2ccc(Cl)cc2)no1,-2,2,0,-4,-8,-6,-13,-1,-2,-10
COc1cc2c(cc1OC)CN(CC(=O)Nc1ccc(C)c(C)c1)CC2,2,5,-2,0,4,-12,-7,0,1,-3
Cc1ccccc1C(=O)N1CCC[C@@H]1C(=O)N1CCC[C@H]1C(=O)NCc1ccncc1,5,6,2,-2,-2,2,-3,12,0,8
Cc1ccc(C)c(S(=O)(=O)N2CCCC2CNC(=O)C(=O)NCc2cccs2)c1 (stereo not given),2,6,0,-2,4,-1,-5,2,-5,-7
O=S(=O)(c1ccc(Oc2ccc(Cl)cc2)nc1)N1CCOCC1,3,-11,3,0,-10,0,-1,-4,4,-8
CC(=O)CCC(=O)c1ccc2ccccc2c1,2,2,-22,-30,5,-24,-94,-1,-8,-1
C[C@@H](C(=O)Nc1ccc2ccccc2c1)[C@@H]1C[C@@]1(C)[C@@H](NC(=O)c1cnccn1)c1ccccc1,2,4,3,2,0,-1,3,-16,5,-7
COc1ccc(CO[C@@H]2O[C@H](CO)[C@@H](O)[C@H](O)[C@H]2NC(C)=O)cc1OC,7,4,1,-2,-8,-3,-2,6,7,-8
CC(C)NC(=O)c1ccc(COCC(F)(F)C(F)F)cc1,3,6,-1,-2,-4,2,-10,0,7,-2
CCOc1ccc(N2C(=O)CC(SCCN)C2=O)cc1 (stereo not given),-5,-8,7,-1,-8,5,2,-4,-9,-1
COc1ccc(CCNC(C(=O)Nc2cc(C)cc(C)c2)c2ccccc2)cc1 (stereo not given),-7,-17,2,-2,2,-13,12,-8,-7,1
O=C(OCc1ccc(Br)cc1F)c1cc2ccccc2oc1=O,2,-1,-4,-3,-9,-8,3,-4,-3,-11
COc1cc(C=C2NC(=O)NC2=O)ccc1O,6,-5,-15,-1,20,-18,-14,10,-4,-4
CC(=O)c1c(C)[nH]c(C(=O)COC(=O)c2cc(C)oc2C)c1C,4,4,-5,0,-3,-16,-8,2,-6,13
COC(=O)c1ccc(NC(=O)CSCc2ccc(C)cc2)cc1,3,-7,-1,-1,3,-1,1,-1,-1,-10
Nc1c(C(=O)OCC(=O)NCc2ccccc2)[nH]c(=O)[nH]c1=O,2,49*,0,-8,-2,-8,-13,8,5,2
CCOC(=O)C1=C(c2ccccc2)c2ccccc2OC1C(=O)OCC (stereo not given),5,-10,0,3,-9,-2,-1,-2,-7,-8
Cc1cc(Cl)ccc1OC(C)C(=O)OCC(=O)c1ccc[nH]1 (stereo not given),-1,1,-2,2,15,-3,14,-11,-10,2
CS(=O)(=O)n1nc(OC(=O)c2cc(Br)ccc2Cl)cc1N,-3,6,0,2,11,0,3,0,-6,0
O=C(COC(=O)c1ccccc1)Nc1ccc(Cl)cn1,-3,5,0,-4,11,-5,-3,-7,-2,9
CC1=C(C(=O)OC(C)C)C(c2cccs2)NC(=S)N1 (stereo not given),-3,10,-3,-3,8,-2,-8,3,2,1
COC(=O)C1=C(C)N(Cc2cccc(C(F)(F)F)c2)C(=NCc2cc(OC)c(OC)c(OC)c2)NC1c1cccc(F)c1 (stereo not given),2,0,1,-1,11,-1,1,-2,1,2
Cc1ccc(NC(=O)COC(=O)COc2cccc3c2OC(C)(C)C3)c(C)c1,-5,4,-4,-5,0,-5,-4,0,3,-8
COc1ccc2c(c1OC)C(=O)N(c1nc(SC)n[nH]1)C2=O,1,14,0,-6,-5,-8,-12,-5,2,-3
C/C(=N\NC(=O)c1ccco1)c1ccc(NC(=O)C(F)(F)F)cc1,-6,-8,3,-1,3,-6,-4,-2,2,1
NC(c1ccncc1)c1ccc(Cl)cc1 (stereo not given),0,5,-1,-3,-4,1,-18,-1,-2,-5
Cc1nc(Nc2ccc(Cl)cc2)c(C#N)c(=O)[nH]1,3,-2,2,-2,-3,-4,5,-6,0,7
Cc1ccc(C)c(-n2c(CNC(=O)c3ccco3)nnc2SCC(=O)N2CCc3ccccc32)c1,0,7,2,-1,10,5,5,-2,1,11
C=CCn1c(SCc2c(F)c(F)c(F)c(F)c2F)nc(O)cc1=O,-1,43*,2,-2,-5,1,-3,-6,1,4
C(=N\n1cnnc1)/c1ccc(N2CCOCC2)cc1,4,-6,-13,-14,0,-27,-42,1,-9,7
Cc1cc(C)nc(N2CCCC(C(=O)NCC(c3ccccc3)c3ccccc3)C2)n1 (stereo not given),2,-6,-2,1,-1,-5,-8,-2,9,-5
CN=c1scc(-c2cccs2)n1/N=C/c1ccccc1O,-1,3,-147,0,5,-279,-4,9,-4,-8
O=C(CCC1CCCN(C(=O)Cc2cccc(F)c2)C1)N1CCN(c2ccccn2)CC1 (stereo not given),3,-19,1,-2,-5,3,-7,-12,-3,-1
CNc1nc(Nc2ccc([N+](=O)[O-])cc2)nc(OCC(F)(F)F)n1,1,7,0,5,9,-8,0,2,-11,-4

# Some entries already given, reduced to Tn7 DDE FP and PLCg1 inh:
canonical_smiles | Tn7 DDE FP | PLCg1 inh
CCOC(=O)C1=C(c2ccccc2)c2ccccc2OC1C(=O)OCC (stereo not given) | -7 | 0
O=C(CCC1CCCN(C(=O)Cc2cccc(F)c2)C1)N1CCN(c2ccccn2)CC1 (stereo not given) | -3 | 1
COC(=O)c1ccc(NC(=O)CSCc2ccc(C)cc2)cc1 | -1 | -1

# Later entries
SMILES,DDE Tn6 FP inh,TDP2 absorb,PLCg1 inh,ADAM17 inh,ARFGAP1 inh,PLC-beta3 inh,ADAM10 inh,SIAE primary,Tn7 DDE FP,ASAP1 inh
Cc1ccc(NCN2C(=O)C3C4C=CC(C4)C3C2=O)cc1 (stereo not given),5,8,1,-2,-1,1,4,4,-4,5
O=C(COc1ccc(Br)cc1Br)NNC(=O)c1cccs1,0,-14,5,2,12,1,5,-4,-6,2
CC(C)(C)c1[nH]nc2c1C(c1ccccc1OC(=O)N1CCOCC1)C(C#N)=C(N)O2 (stereo not given),4,3,-8,-5,-14,-5,-6,6,-9,5
COc1ccccc1NC(=O)c1cc2c(CO)cnc(C)c2oc1=Nc1ccccc1,-3,0,-1,-11,-2,-11,-7,-12,-2,-8
C/C(=N\NC(=O)c1nn(C)cc1Br)c1cccc(NC(=O)C(C)(C)C)c1,-6,-4,2,-3,3,1,-6,1,4,-9

# Random draw from the library; 3.6% or so of the library scored in one or more.
